# Myeloid diff 2: promotes myeloid progenitor differentiation; ER-HoxA9 myeloid progenitors, lysozyme-GFP differentiation, flow cytometry; calls only at 10 µM; 360,000 tested, 1% active; AID 624256;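 active = normalized GFP-positive differentiation at or above the plate's own cutoff, the solvent-only control mean plus 3 SD; inconclusive = no clear call, values can overlap the other calls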;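 note: cells exposed to compound for four days before flow analysis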
# Myeloid diff 2 GFP+ MAC1+ %: recorded beside Myeloid diff 2, whose call it bears; GFP+ MAC1+ double positive, %; measured here: differentiation confirmed by MAC1 staining
# Starred values were filed as active, the others as inactive; i = inactive; ? = inconclusive; . = no result given.
SMILES,Myeloid diff 2,Myeloid diff 2 GFP+ MAC1+ %
COCCNC(=O)C1CCCN(Cc2ccc(C(C)C)cc2)CC1 (stereo unspecified),i,1.3
CC(C)c1ccc(Nc2ncc3c(n2)CCN(C(=O)Nc2ccc(F)c(Cl)c2)C3)cc1,i,1.4
Cc1ccc2nc(C3CCCCC3)c(Cc3cccc(F)c3)n2c1,i,1.0
Cc1ccc(F)c(S(=O)(=O)NC(=O)C2(C)CCN2C(=O)c2cccc3ccccc23)c1 (stereo unspecified),i,0.2
CC(C)Oc1ccc(F)cc1-c1cc(C(=O)Nc2ccccc2)[nH]n1,i,1.5
COc1ccc(OC)c(S(=O)(=O)NC(=O)C2(C)CCN2C(=O)CC2CCCC2)c1 (stereo unspecified),i,1.5
CCOC(=O)C1=CCC(c2ccc(C)cc2)N(S(=O)(=O)c2ccc(C)cc2)C1 (stereo unspecified),i,0.9
COc1ccc(CC(N)c2csc(NC(=O)Nc3ccccc3-c3ccccc3)n2)cc1 (stereo unspecified),i,1.5
Nc1nc2c(ncn2[C@@H]2O[C@H](CNCC3=Cc4cc(O)ccc4OC3)[C@@H](O)[C@H]2O)c(=O)[nH]1,i,0.9
O=C(CC[C@H]1O[C@@H](n2ccc(=O)[nH]c2=O)[C@H](O)[C@@H]1O)N[C@@H](Cc1ccccc1)C(=O)NCC1CCCO1 (stereo partly specified),i,0.8
CC(=O)c1ccc(OCc2nnn(CC(=O)NS(=O)(=O)Cc3ccccc3)c2-c2ccccc2)cc1,i,0.7
Cc1ccc2nc(-c3ccco3)c(Cc3cccc(Cl)c3)n2c1,i,0.9
O=C(C[n+]1ccccc1)Nc1ccccc1,i,0.5
O=C(NCc1ccccc1)C1Cc2c(-c3ccc(Cl)cc3)ccnc2O1 (stereo unspecified),?,.
COc1cccc(CN2CCN(S(=O)(=O)c3ccccc3)CC2)c1OC,i,0.4
CC(C)CNc1ncnc2c1ncn2[C@H]1CN(CCc2ccccc2)C[C@@H](CO)O1,i,1.3
O=C(N[C@@H]1CC[C@@H](CCn2cc(-c3ccccc3)nn2)O[C@@H]1CO)c1cnccn1,i,2.1
CCOC(=O)[C@]12CCCC=C1N(Cc1ccc(Cl)cc1Cl)C(=O)[C@H](CC(=O)N1CCCCC1)C2,i,0.5
COc1ccccc1-c1cccc2nccn12,i,0.8
N#Cc1ccc(-c2nc3ccc(Cl)cn3c2Cc2ccccc2)cc1,i,1.3
COCCCNc1ccn2nc(-c3ccc(Cl)cc3)cc2n1,i,0.6
c1ccc2c(c1)CSc1ccccc1N2,i,0.2
C[C@@H](NC(=O)[C@H]1O[C@@H](n2cnc3c(N)ncnc32)[C@H](O)[C@@H]1O)c1cccc2ccccc12,i,0.2
CCCN(CCC)Cc1cc(=O)oc2cc(C)c(C)cc12,i,1.2
CCc1nc2ccc(C(=O)N3CCNC(=O)C3)cn2c1N(C)CCC(C)C,i,1.0
CC1(C(=O)NS(=O)(=O)c2ccc(Cl)cc2)CCN1C(=O)Cc1cc(F)ccc1F (stereo unspecified),i,0.8
O=C1NC[C@H](CCCCN2CCN(Cc3ccccc3)C(=O)C2=O)N(CCc2ccccc2)C1=O,i,1.0
CCc1nc2c(OCc3cccc(Cl)c3)cccn2c1N(C)C(C)=O,i,1.0
CC1(Br)C(Sc2ccccc2[N+](=O)[O-])=Nc2ccccc21 (stereo unspecified),i,1.5
Cc1ccsc1C(=O)N1CCC1(C)C(=O)Nc1ccc2c(c1)OCCO2 (stereo unspecified),i,0.2
CCc1nc2ccc(C(=O)NC3CCN(Cc4ccccc4)CC3)cn2c1N(CC)CCOC,i,1.3
CCc1ccc(C=C2SC(=S)N(CCCC(=O)Nc3ccc(C(=O)O)cc3)C2=O)cc1,i,3.5
O=C(Nc1ccc2c(c1)OCCO2)C(c1ccccc1F)n1c(=O)c(-c2ccco2)nc2ccccc21 (stereo unspecified),i,3.8
CCc1ccc2c(c1)NC(=O)C2(C)Cc1ccc(OC(F)(F)F)cc1 (stereo unspecified),i,0.7
COc1ccccc1-c1cccc(-c2nc(C(=O)Nc3nccs3)cc3c2[C@H](CCO)N(C(C)=O)C3)c1,i,0.3
CC(=O)c1cccc(-c2ccnc3c2CC(C(=O)Nc2cccc(Oc4ccccc4)c2)O3)c1 (stereo unspecified),i,0.3
O=C(Nc1ccc(Cl)cc1)c1csc([C@H]2C[C@H](O)[C@@H](CO)O2)n1,i,0.4
Cc1cccc(COC[C@H](CC(C)C)N2CCN(C(=O)c3ccc(C(F)(F)F)cc3)CCC2=O)c1,i,1.1
Cn1cnc(S(=O)(=O)N2CCCC(c3cc(C(=O)Nc4ccc(F)c(Cl)c4)no3)C2)c1 (stereo unspecified),i,0.9
CC(C(=O)NC(C)(C)C)n1c(-c2ccccc2)nc2ccccc21 (stereo unspecified),i,2.4
CCNC(=O)C1CCCN(Cc2cc(-c3ccccc3)on2)CC1 (stereo unspecified),i,0.5
O=C(NCc1ccco1)Nc1nnc([C@H]2C[C@H](O)[C@@H](CO)O2)s1,i,0.6
OCc1ccccc1-c1ccc2nccn2c1,i,1.1
CC(C)NC(=O)OC1CC2CC1[C@H]1CCCCN1C2=O (stereo partly specified),i,0.8
CCCC(=O)N1CCCC(c2cc(C(=O)NCc3ccccc3)no2)C1 (stereo unspecified),i,0.5
Cc1ccc2nc(-c3ccc(Cl)cc3)c(Cc3ccccc3C(F)(F)F)n2c1,i,0.4
CC(C)NC(=O)N(C)C[C@@H]1OCCCC[C@@H](C)Oc2ccc(NC(=O)Nc3ccc(F)cc3)cc2C(=O)N([C@H](C)CO)C[C@@H]1C,i,0.6
CN(Cc1ccc(Cl)cc1)C(c1cc2ccccc2o1)c1nnnn1C(C)(C)C (stereo unspecified),i,0.8

# In the list so far, these contain a tert-butyl group.
SMILES,Myeloid diff 2,Myeloid diff 2 GFP+ MAC1+ %
CC(C(=O)NC(C)(C)C)n1c(-c2ccccc2)nc2ccccc21 (stereo unspecified),i,2.4
CN(Cc1ccc(Cl)cc1)C(c1cc2ccccc2o1)c1nnnn1C(C)(C)C (stereo unspecified),i,0.8

# Next section
SMILES,Myeloid diff 2,Myeloid diff 2 GFP+ MAC1+ %
CC(=O)NC(c1cccc(F)c1)c1nc(-c2cccc(C(=O)O)c2)cs1 (stereo unspecified),i,1.0
CC(=O)N1CCOCC1c1cc(C(=O)Nc2ccccc2)no1 (stereo unspecified),?,.
Cc1ccccc1NC(=O)Nc1nc(C(N)c2ccccc2)cs1 (stereo unspecified),i,1.7
COC(=O)N1CCC2CC1c1c(Cl)cccc12 (stereo unspecified),i,0.1
Cc1ccc(S(=O)(=O)N2C[C@H]3[C@H]4C(=O)N(c5ccccc5)C(=O)[C@H]4CC(=O)[C@H]3[C@@H]2c2ccccc2)cc1,i,1.3
CCOC(=O)[C@]12CCCC=C1N(Cc1cccc3ccccc13)C(=O)[C@H](CC(=O)N1CCCCC1)C2,i,0.4
Cc1cccc(CN2CCN(C3CN(Cc4cn(Cc5cccc(Cl)c5)nn4)S(=O)(=O)C3)CC2)c1 (stereo unspecified),i,1.1
CCc1nc2c(OCCn3cccc3)cccn2c1N(C=O)Cc1ccccc1,i,1.5
CO[C@H]1CN(C)C(=O)c2ccc(NC(=O)c3ccc4c(c3)OCO4)cc2OC[C@H](C)N(CC2CC2)C[C@@H]1C,i,1.0
CC1(C(=O)NS(=O)(=O)c2cccc(C#N)c2)CCN1C(=O)c1ccccc1 (stereo unspecified),i,1.1

# In a second layout: results already given
# Every second line gives: Myeloid diff 2 | Myeloid diff 2 GFP+ MAC1+ %
Cc1cccc(COC[C@H](CC(C)C)N2CCN(C(=O)c3ccc(C(F)(F)F)cc3)CCC2=O)c1
    i | 1.1
Cn1cnc(S(=O)(=O)N2CCCC(c3cc(C(=O)Nc4ccc(F)c(Cl)c4)no3)C2)c1 (stereo unspecified)
    i | 0.9
CC(C(=O)NC(C)(C)C)n1c(-c2ccccc2)nc2ccccc21 (stereo unspecified)
    i | 2.4
CCNC(=O)C1CCCN(Cc2cc(-c3ccccc3)on2)CC1 (stereo unspecified)
    i | 0.5
O=C(NCc1ccco1)Nc1nnc([C@H]2C[C@H](O)[C@@H](CO)O2)s1
    i | 0.6
OCc1ccccc1-c1ccc2nccn2c1
    i | 1.1
CC(C)NC(=O)OC1CC2CC1[C@H]1CCCCN1C2=O (stereo partly specified)
    i | 0.8
CCCC(=O)N1CCCC(c2cc(C(=O)NCc3ccccc3)no2)C1 (stereo unspecified)
    i | 0.5
Cc1ccc2nc(-c3ccc(Cl)cc3)c(Cc3ccccc3C(F)(F)F)n2c1
    i | 0.4
CC(C)NC(=O)N(C)C[C@@H]1OCCCC[C@@H](C)Oc2ccc(NC(=O)Nc3ccc(F)cc3)cc2C(=O)N([C@H](C)CO)C[C@@H]1C
    i | 0.6
CN(Cc1ccc(Cl)cc1)C(c1cc2ccccc2o1)c1nnnn1C(C)(C)C (stereo unspecified)
    i | 0.8
CC(=O)NC(c1cccc(F)c1)c1nc(-c2cccc(C(=O)O)c2)cs1 (stereo unspecified)
    i | 1.0
CC(=O)N1CCOCC1c1cc(C(=O)Nc2ccccc2)no1 (stereo unspecified)
    ? | .
Cc1ccccc1NC(=O)Nc1nc(C(N)c2ccccc2)cs1 (stereo unspecified)
    i | 1.7
COC(=O)N1CCC2CC1c1c(Cl)cccc12 (stereo unspecified)
    i | 0.1
Cc1ccc(S(=O)(=O)N2C[C@H]3[C@H]4C(=O)N(c5ccccc5)C(=O)[C@H]4CC(=O)[C@H]3[C@@H]2c2ccccc2)cc1
    i | 1.3
CCOC(=O)[C@]12CCCC=C1N(Cc1cccc3ccccc13)C(=O)[C@H](CC(=O)N1CCCCC1)C2
    i | 0.4
Cc1cccc(CN2CCN(C3CN(Cc4cn(Cc5cccc(Cl)c5)nn4)S(=O)(=O)C3)CC2)c1 (stereo unspecified)
    i | 1.1
CCc1nc2c(OCCn3cccc3)cccn2c1N(C=O)Cc1ccccc1
    i | 1.5
CO[C@H]1CN(C)C(=O)c2ccc(NC(=O)c3ccc4c(c3)OCO4)cc2OC[C@H](C)N(CC2CC2)C[C@@H]1C
    i | 1.0
CC1(C(=O)NS(=O)(=O)c2cccc(C#N)c2)CCN1C(=O)c1ccccc1 (stereo unspecified)
    i | 1.1

# Bioassay records from PubChem.

# These rows are one share of the data. The share of hits here may be higher or lower than overall.
